ALDH1A1 inh – ALDH1A1 (human) enzyme inhibition | P00352 | Purified ALDH1A1, NADH fluorescence, propionaldehyde substrate | Potency, µM (highest dose often 75.3 µM), without a hit: top-dose activity, negative = inhibition, usual class: inhibitors | 220,000 tested, 7.3% active | AID 1030; active = well fitted inhibition curve with a large enough effect, not every such curve was filed as active; inconclusive = small, poorly fitted or top-dose-only effect, or another doubt; inactive = no such curve, though single readings can be large or run the other way;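 note: plate controls were no enzyme wells and a reference inhibitor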
Target sequence (P00352 whole entry, looked up): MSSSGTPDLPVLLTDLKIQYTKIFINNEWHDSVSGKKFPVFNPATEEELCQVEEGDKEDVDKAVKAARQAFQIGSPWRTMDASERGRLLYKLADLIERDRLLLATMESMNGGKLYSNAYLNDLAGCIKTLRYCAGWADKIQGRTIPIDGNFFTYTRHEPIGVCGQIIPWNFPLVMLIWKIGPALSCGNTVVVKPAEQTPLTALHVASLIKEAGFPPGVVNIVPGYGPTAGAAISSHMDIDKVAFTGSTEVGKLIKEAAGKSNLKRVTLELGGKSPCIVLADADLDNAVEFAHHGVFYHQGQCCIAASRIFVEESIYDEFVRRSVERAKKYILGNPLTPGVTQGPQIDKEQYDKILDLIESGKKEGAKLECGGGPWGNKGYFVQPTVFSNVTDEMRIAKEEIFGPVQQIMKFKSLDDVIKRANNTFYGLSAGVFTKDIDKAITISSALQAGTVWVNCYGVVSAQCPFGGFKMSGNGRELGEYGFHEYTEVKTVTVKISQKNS
Tau fibril ThT – inhibitors of human tau fibril formation, thioflavin T binding. 270,000 tested, 2.1% active. recombinant tau K18 P301L, heparin-induced fibrillization, ThT fluorescence. P10636. Potency, µM (titrated, usually from 57.4 µM), for inactives: at the top dose activity, negative = inhibition, usual class: inhibitors; note: % is set by controls: 0 for no effect and ±100 for the full control effect; nearly all actives have a fitted effect of over 55% in size
Target sequence (P10636 561-689 P618L limits assumed): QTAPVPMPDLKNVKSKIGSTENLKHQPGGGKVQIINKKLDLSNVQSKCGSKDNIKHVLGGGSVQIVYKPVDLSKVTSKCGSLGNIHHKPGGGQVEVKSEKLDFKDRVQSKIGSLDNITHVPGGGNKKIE
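Tau K18 P301L fragment (15 uM unlabeled plus 0.24 uM Alexa 594-labeled) in 100 mM sodium acetate pH 7 with compound, fibrillization induced by 20 uM heparin for 6 hr at 37 C. Thioflavin T (30 uM) added, fluorescence read after 1 hr (ex 450, em 510 nm).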
HttQ103 aggreg – mutant huntingtin aggregation inhibition; PC12 HttQ103-GFP aggregates, Acumen cytometry, 40 h; Potency, µM (series often up to 46.1 µM), for the others: at the highest dose activity change, negative = inhibition, usual class: inhibitors; 220,000 tested, 1.1% active; AID 1688; note: % is set by controls: 0 for no effect and ±100 for the full control effect; nearly all actives have a fitted effect of over 60% in size
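Read-out: GFP aggregate count by laser scanning cytometer (488 nm excitation, 500-530 nm emission, 1–25 µm objects >6 SD above background). Cells: PC12, inducible HTTex1-Q103-GFP, 100 nM tebufenozide; compounds titrated.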
KDM4E inh – inhibitors of human JMJD2E histone demethylase. JMJD2E catalytic domain, FDH-coupled NADH fluorescence (FDH is formaldehyde dehydrogenase). AID 2147. B2RXH2. 230,000 tested, 1.6% active. Potency, µM (top dose mostly 57.1 µM), for inactives: at the top dose activity change, negative = inhibition, actives largely listed as inhibitors; active = well fitted inhibition curve with a large enough effect, not every such curve was filed as active; inconclusive = small, poorly fitted or top-dose-only effect, or another doubt; inactive = no such curve, though single readings can be large or run the other way;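 note: 0% = wells with enzyme and -100% = buffer wells without enzyme; nearly all actives have a fitted effect of over 50% in size; many of its hits are not listed in these tables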
Target sequence (B2RXH2 1-337 limits assumed): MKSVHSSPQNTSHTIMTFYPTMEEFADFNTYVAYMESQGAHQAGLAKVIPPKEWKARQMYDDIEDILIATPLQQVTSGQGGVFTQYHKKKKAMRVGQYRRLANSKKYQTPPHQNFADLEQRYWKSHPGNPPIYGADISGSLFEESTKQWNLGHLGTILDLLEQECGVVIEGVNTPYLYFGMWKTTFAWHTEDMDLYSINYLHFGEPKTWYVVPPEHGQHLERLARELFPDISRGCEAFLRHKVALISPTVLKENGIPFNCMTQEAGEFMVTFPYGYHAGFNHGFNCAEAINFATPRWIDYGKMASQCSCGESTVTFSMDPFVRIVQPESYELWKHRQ
HTT cytoprotect – cytoprotection in Huntington HTT-Q103 PC12 cell model. PC12 HTT-Q103 induced, cytoprotection, ATP luminescence, 40 h. Potency, µM (top dose mostly 56.4 µM), without a hit: cytoprotection (ATP increase), most hits filed as activators. 230,000 tested, 0.14% active;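 note: % of control where 0% means no effect; nearly all actives have a fitted effect of over 45% in size; toxic huntingtin expression switched on by the ecdysone agonist tebufenozide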
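PC12 cells stably carrying ecdysone-inducible Htt exon 1 (Q103)–GFP were induced with 100 nM tebufenozide (final) alongside library compounds in a dose series. Cytoprotection was scored as retained ATP by ATPlite luminescence.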
Tau fluor cs – counter-screen for tau fibril formation inhibitors; 280,000 tested, 0.93% active; tau K18 P301L (four-repeat tau fragment) Alexa594 fluorescence, heparin fibrillization; Potency, µM (series often up to 57.7 µM), without a hit: top-dose activity change, negative = decrease; note: % is set by controls: 0 for no effect and ±100 for the full control effect; nearly all actives have a fitted effect of over 55% in size
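Human K18 P301L tau (15 uM unlabeled plus 0.24 uM Alexa 594-labeled, final) in 100 mM sodium acetate pH 7 was mixed with compound and 20 uM heparin and incubated 6 hr at 37 C.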
Tau fibril FP – inhibitors of human tau fibril formation; K18 P301L tau heparin fibrillization, Alexa594 FP, 6 h; 280,000 tested, 0.39% active; Potency, µM (series often up to 57.7 µM), without a hit: at the top dose activity, negative = inhibition, most hits filed as inhibitors; P10636; note: % is set by controls: 0 for no effect and ±100 for the full control effect; nearly all actives have a fitted effect of over 55% in size
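Steps: dispense K18 P301L tau (15 uM plus 0.24 uM Alexa 594 tracer, final) in pH 7 sodium acetate; add compound; add heparin (20 uM final); incubate 6 hr, 37 C; add ThT (30 uM final); after 1 hr ambient, read FP.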
SMN2 splice up – increases expression of the SMN2 splice variant | AID 1458 | 210,000 tested, 2.8% active | Potency, µM (doses to about 46.1 µM), inactives show at the top dose activity change, positive = activation, usual class: activators | HEK293 SMN2-luciferase splicing reporter, luminescence, 30-36 h; note: % of control where 0% means no effect; nearly all actives have a fitted effect of over 55% in size
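HEK293 cells carry an SMN2 minigene-luciferase reporter in which exon 7 inclusion puts luciferase in frame. Cells were seeded at 2000 cells/well, attached for 10-12 hours, then exposed to compounds for 30-36 hours at 37C before ONE-Glo luminescence.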
Active calls of the source: *; ? = inconclusive; . = not tested or not shown; & = joins results of further samples; [ ] = dose if it differs, or a comment. Unless noted, calls come from the whole dose curve; as a rule, active = well fitted curve in the direction sought with a large enough effect; inconclusive = small, poorly fitted or top-dose-only effect, or another doubt; inactive = no such curve, though single readings can be large; an effect the other way counts as inactive or inconclusive. Potency is the fitted concentration of half-maximal effect.

SMILES | ALDH1A1 inh | Tau fibril ThT | HttQ103 aggreg | KDM4E inh | HTT cytoprotect | Tau fluor cs | Tau fibril FP | SMN2 splice up
CCOC(=O)c1sc(NC(=O)CSc2nnnn2-c2ccccc2)nc1C | ? | 0% | -11% | 0% | -9%[10 µM] | -15% | -5% | 1%
CC(C)n1cc(/C=C2/NC(=O)N(c3cccc(Cl)c3)C2=O)c2ccccc21 | ? | -4% | -18% | -5% | 7%[10 µM] | -28% | 8% | 9%
CN(CCCNS(=O)(=O)c1cccc2cccnc12)Cc1ccccc1 | 14µM* | -6% | -7% | ? | -5% | -2% | 1% | 2%
O=C(N/N=C1/CCSC1)c1cccc([N+](=O)[O-])c1 | ? | ? | -5% | 4% | . | -11% | -4% | 4%
Cc1cc(C)cc(OCC(=O)NNC(=O)CCC(=O)NCc2ccccc2)c1 | -10% | -1% | 2% | 3% | ? | 4% | 10% | -9%
COc1ccccc1CCNC(=O)Cc1c(C)c2cc(Cl)c(O)cc2oc1=O | . | -15% | . | . | . | -24% | -1% | 23%
COc1ccc(OC)c(-n2c(=O)[nH]c3cc(C(=O)NCCc4ccc(OC)c(OC)c4)ccc3c2=O)c1 | . | -14% | . | . | . | -23% | -9% | 5%
CC(=O)c1c(Nc2ccccc2)sc(C(=O)c2ccccc2)c1C | -3% | -5% | ? | -13% | 5%[10 µM] | -14% | 1% | -24%
O=C1NC2(CCN(Cc3ccccc3)CC2)Oc2ccccc21 | -1% | -5% | 17% | -11% | -40%[inhibitor] | -6% | -11% | .
Cc1cc(C)cc(N(C(=O)c2csnn2)C(C(=O)NC(C)(C)C)c2cccs2)c1 (stereo unspecified) | 2% | -2% | 0% | 11% | 13% | 2% | 1% | -15%
CC(=O)Nc1ccc2c(CN3C(=O)NC(C)(c4ccc(C)cc4)C3=O)cc(=O)oc2c1 (stereo unspecified) | ? | -11% | -16% | ? | -23% | -21% | -16% | 13%
COc1ccc(C2CC(=O)N3CN(c4ccc(C)c(Cl)c4)CSC3=C2C#N)cc1 (stereo unspecified) | 3.2µM* | 32µM* | 12% | ? | -12% | -17% | ? | 9%
c1ccc(C(c2nnnn2C2CCCCC2)N2CCc3ccccc3C2)nc1 (stereo unspecified) | ? | ? | 2% | ? | 8% | -8% | -11% | 9%
Cc1ccccc1C(=O)Nc1nnc(CC(=O)N/N=C/c2ccco2)s1 | . | -1% | 6%[9.22 µM] | -16% | -17%[10 µM] | -7% | 1% | .
CN(CC(=O)Nc1ccc(Cl)c(Cl)c1)C(=O)C12CC3CC(CC(C3)C1)C2 | 9% | 9% | -30% | -12% | 11%[10 µM] | -19% | -23% | -14%
CSc1nc(-c2ccccc2)nc2c1COC(C)(C)C2 | 1% | -10% | -15% | -2% | -27%[0.074 µM] | -17% | -9% | -14%
CCOC(=O)c1cc(-c2ccc(OC)cc2)nn1-c1ccc(C(=O)O)cc1 | -6% | -4% | 3% | -20% | -54%[inhibitor] | 2% | 1% | 1%
O=C(O)CCNc1nc(C(F)(F)F)nc2ccccc12 | -2% | -3% | 18% | -6% | -2% | -1% | -4% | 1%
Cc1cc(C)c(NC(=O)Cn2c(=O)n(Cc3ccco3)c(=O)c3ccccc32)c(C)c1 | 12% | -10% | 26% | 9% | 6%[10 µM] | -14% | -1% | -12%
Cc1nn(Cc2c(F)c(F)c(F)c(F)c2F)c(C)c1NC(=O)c1c([N+](=O)[O-])cnn1C | 4% | -11% | ? | 7% | -18% | -4% | 2% | -25%
O=C(CSc1ccc(F)cc1)N1CCN(S(=O)(=O)c2ccccc2)CC1 | 2.8µM* | -9% | 17% | -5% | -33% | -19% | -6% | -14%
Cc1ccc(CNc2ccc(CNc3ncn[nH]3)cc2)cc1 | 3% | -13% | -8% | 1% | 9%[10 µM] | -25% | 8% | -32%[inhibitor]
Cc1scc(-c2n[nH]c(=S)n2Cc2ccccc2)c1C | -10% | -10% | 4% | -2% | . | -8% | -4% | -13%
CCn1cc(C(=O)OC(C)C(=O)Nc2c(C)n(C)n(-c3ccccc3)c2=O)c(=O)c2ccc(C)nc21 (stereo unspecified) | -4% | -2% | ? | 3% | -18% | 10% | 9% | -3%
CCn1c(COc2ccccc2C(N)=O)nc2ccccc21 | 1% | -1% | -2% | 8% | -7%[10 µM] | -4% | -7% | -31%[inhibitor]
CC1CN(Cc2ccccc2)c2ccccc2NC1=S (stereo unspecified) | -4% | 13% | 8% | 2% | . | -5% | 6% | -42%[inhibitor]
C=C1CCN([C@H](C(=O)NCc2ccc(OC)cc2)C(C)C)S(=O)(=O)c2ccccc21 | . | -1% | -15%[9.22 µM] | -6% | -8%[10 µM] | -8% | -5% | .
CN(C)S(=O)(=O)Nc1ccc(Oc2ccccc2)cc1 | 0% | -5% | ? | 8% | 11% | -7% | -1% | -16%
C/C(CC(=O)Nc1cccc2c1CCCC2)=N\NC(=O)c1ccccc1N | ? | -12% | 6% | ? | 11% | -10% | -1% | -11%
CCOC(=O)N1CCc2c(sc3c2c(=O)n(Cc2ccccc2)c(=O)n3Cc2ccccc2F)C1 | ? | -13% | -1% | 1% | . | -13% | 10% | -22%
CCN1CC(=O)Nc2cc(S(=O)(=O)N3CCOCC3)ccc21 | -3% | -7% | -16% | -4% | -5% | 5% | ? | .
Cc1nc(SCC(=O)OCc2ccccc2)c(C#N)c(-c2ccccc2)c1C(=O)Nc1ccccc1 | 20µM* | -13% | 8% | ? | 2%[10 µM] | -29% | 6% | -5%
Fc1ccccc1N1CCN(Cc2cccnc2)CC1 | ? | 1% | -21% | ? | 35%[10 µM] | 3% | 3% | 13%
CC1=C(CC(=O)c2ccccc2)C(=O)c2ccccc2C1=O | ? | ? | ? | ? | -175%[inhibitor] | ? | -12% | -92%[inhibitor]
CCCCCOC(=O)Nc1nnc(CCC)s1 | ? | 4% | -7% | 3% | 4% | 2% | 1% | 12%
CCc1nnc(NC(=O)c2cc(-c3ccncc3)nc3ccccc23)s1 | 5% | ? | 2%[9.22 µM] | -1% | 0%[10 µM] | -26% | -11% | .
N/C(=N\c1nc2ccccc2o1)NC(=O)/C=C/c1ccccc1 | . | 9% | -6%[9.22 µM] | 7% | 13%[10 µM] | -22% | -17% | .
Cc1ccc(/C=N/NC(=O)c2cccnc2)o1 | -23% | -9% | 2% | -2% | -12% | -6% | -6% | 26%
C=CCNC(=S)N/N=C/c1ccc(C(F)(F)F)cc1 | 4% | -10% | 9% | 5% | 17%[10 µM] | -7% | -1% | -55%[inhibitor]
O=C1NC[C@H](Cc2ccccc2)N(CC2CCCCC2)C1=O | . | -11% | -4%[9.22 µM] | 5% | -2%[10 µM] | -4% | -1% | .
Cc1ccc(-n2c(SCC(N)=O)nc3c([nH]c4ccccc43)c2=O)cc1 | 11µM* | -12%&-3% | 14% | 2% | 3%[10 µM] | -1%&-9% | 1%&-5% | -7%
CC(C)NC(=O)[C@@H]1C[C@@]1(C)[C@@H](NC(=O)OCc1ccccc1)c1ccccc1 | -5% | -13%&1% | -12% | 3%&3% | -21% | -13%&-10% | 2%&-3% | -13%&-17%
O=C(Nc1nccs1)C1(S(=O)(=O)c2ccc(Cl)cc2)CC1 | 11µM* | ? | ? | 2% | -91%[inhibitor] | -24% | -1% | .
O=C(NC1CCCCC1)C(c1cccnc1)N(CCc1ccccc1)C(=O)Cc1cccs1 (stereo unspecified) | 15% | -1% | 11% | 3% | -9%[1.9 µM] | -1% | 4% | -9%
COc1ccc(CCNC(=O)CN2CCCc3ccccc32)cc1OC | ? | -4% | -3% | -1% | -2%[10 µM] | -5% | 1% | -26%
COc1cccc(NC(=O)CNC(=O)c2ccccc2)c1 | 1% | 1% | -7% | 6% | 5%[10 µM] | 5% | 0% | 22%
Cc1cccc(N2C(=O)CC(Sc3ccccc3C(=O)O)C2=O)c1 (stereo unspecified) | 5µM* | ? | 4% | 3% | 3%[10 µM] | 1% | -2% | 11%
COc1ccc(OC)c2sc(N3CCCCC3)nc12 | ? | -10% | -1% | 4% | -3%[10 µM] | -12% | 7% | ?
Cc1sc2ccccc2[n+]1CCC(C)S(=O)(=O)[O-] (stereo unspecified) | 5% | ? | 10% | 8% | -2% | -5% | -21% | 12%
O=C(c1cnsn1)N1CCC(CO)(Cc2ccc(Cl)cc2)CC1 | 2% | -17% | -14%[9.22 µM] | 4% | -8%[10 µM] | -21% | -10% | .
CCOC(=O)Cn1cc(-c2ccccc2)nn1 | 8% | -4% | 6% | 6% | -13% | 0% | -2% | 3%
O=C(N/N=C/C=C/c1ccco1)c1ccncc1 | . | -21% | -1%[9.22 µM] | ? | 30%[10 µM] | -1% | -7% | .
Cn1c(=O)[nH]c(=O)c2c1nc(N1CCCCC1)n2CCCSc1nnnn1-c1ccccc1 | 7.9µM* | -7% | 18% | -6% | -14%[10 µM] | -1% | 8% | -17%
Cc1cccc(OCC(=O)N/N=C/c2cn[nH]c2-c2ccc(Cl)c(Cl)c2)c1 | 10% | 6% | -9% | -3% | -11% | ? | ? | -26%
CCn1c2ccccc2c2cc(NC(=O)COc3ccc(OC)cc3)ccc21 | -6% | ? | -12% | ? | -2% | ? | 7% | -19%
NC(=O)Cc1ccc(C(=O)c2ccccc2)s1 | -3% | -4% | 6% | -3% | -42% | -3% | -10% | 15%
CCN1C/C(=C/c2cccc([N+](=O)[O-])c2)C(=O)/C(=C/c2cccc([N+](=O)[O-])c2)C1 | ? | ? | ? | -4% | -23%[10 µM] | -19% | ? | -101%[inhibitor]

Molecules from the list above containing a cyano group:
SMILES | ALDH1A1 inh | Tau fibril ThT | HttQ103 aggreg | KDM4E inh | HTT cytoprotect | Tau fluor cs | Tau fibril FP | SMN2 splice up
COc1ccc(C2CC(=O)N3CN(c4ccc(C)c(Cl)c4)CSC3=C2C#N)cc1 (stereo unspecified) | 3.2µM* | 32µM* | 12% | ? | -12% | -17% | ? | 9%
Cc1nc(SCC(=O)OCc2ccccc2)c(C#N)c(-c2ccccc2)c1C(=O)Nc1ccccc1 | 20µM* | -13% | 8% | ? | 2%[10 µM] | -29% | 6% | -5%

A portion of the library, so the mix of outcomes need not match the whole.
